ERG-DNA inh = ERG Ets/DNA interaction inhibition | P11308 | fluorescence polarization, His-ERG Ets domain / labelled DNA | Potency, µM (titrated, usually from 76.9 µM), without a hit: at the top dose FP activity, negative = inhibition, usual class: inhibitors | actives 0.028% (n = 370,000); active = well fitted inhibition curve with a large enough effect in the polarisation, with a control signal flat; inconclusive = small, poorly fitted or top-dose-only effect, or effect the other way, or a change in a side signal; inactive = no such curve, though single readings can be large or run the other way; the % refers to the polarisation;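 note: polarization taken with two DNA probes labelled with fluorescein and Texas red; potency is the fitted concentration of half-maximal effect; % of control where 0% means no effect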
Target sequence (P11308 whole entry, looked up, the tested form may be a part): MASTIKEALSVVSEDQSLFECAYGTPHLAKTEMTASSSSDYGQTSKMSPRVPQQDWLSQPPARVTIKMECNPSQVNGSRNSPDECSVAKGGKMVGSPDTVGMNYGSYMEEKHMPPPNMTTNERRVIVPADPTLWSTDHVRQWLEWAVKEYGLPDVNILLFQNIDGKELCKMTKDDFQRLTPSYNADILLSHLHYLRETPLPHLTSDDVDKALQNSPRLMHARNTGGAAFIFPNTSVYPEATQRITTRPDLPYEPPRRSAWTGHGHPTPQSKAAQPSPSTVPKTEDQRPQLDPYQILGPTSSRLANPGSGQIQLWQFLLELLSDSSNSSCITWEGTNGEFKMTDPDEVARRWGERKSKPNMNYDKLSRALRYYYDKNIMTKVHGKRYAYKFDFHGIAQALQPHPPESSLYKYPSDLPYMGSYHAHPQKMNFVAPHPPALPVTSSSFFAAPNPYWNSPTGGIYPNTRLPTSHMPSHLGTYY
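His-tagged ERG Ets domain (1 uM in the protein solution; 300mM KCl, 50mM Tris-HCl, 1mM EDTA, 1mM DTT, pH 7.5) received compound, then a probe mix of 5 nM fluorescein-DNA and 100nM Texas-615-DNA. Fluorescence polarization was read for both dyes.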
D2 agonist = activates the human D2 dopamine receptor; HEK293 T-REx D2 cells, calcium flux agonist mode; activation, % at 2 µM; actives 0.53% (n = 340,000); AID 485358;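 active = activation over 3 SD above normal in the single-dose calcium agonist read, cut at about 30% in these data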; note: 0% is about no effect
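Agonism scored from kinetic calcium signal (1 read/sec, 180 s) following compound pin transfer, after a 10 s baseline. Cells: HEK293 Trex line expressing inducible D2 receptor coupled to calcium, dye-loaded after overnight culture at 30 C.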
LDHA inh = inhibitors of human lactate dehydrogenase A | purified LDHA, NADH/diaphorase-resazurin fluorescence; hits give low values | activity change, % (values are at about 110 or 230 µM) | P00338 | actives 0.15% (n = 480,000); in the data active = activity change below about -30%; inconclusive = mostly about -25% to -30%;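 note: plate controls were DMSO wells for no effect and wells without enzyme for full effect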
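Human LDH5 at 2 nM final in Tris HCl pH 7.4 with 0.06 mM NADH and 0.2 mM pyruvate, reacted 5 minutes at room temperature. Remaining NADH coupled via diaphorase/resazurin; resorufin fluorescence read at 0 and 20 minutes, normalized to enzyme-free and DMSO wells.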
Vif-A3G inh = blocks the Vif interaction with human APOBEC3G | Q9HC16 | HeLa A3G-eYFP + Vif (tagged APOBEC3G with the HIV-1 protein that degrades it), YFP fluorescence, overnight | Potency, µM (highest dose often 46.1 µM), for inactives: at the highest dose activity, negative = active, usual class: inhibitors | actives 0.076% (n = 410,000) | AID 602310;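 note: potency is the fitted concentration of half-maximal effect; % is set by controls: 0 for no effect and ±100 for the full control effect; nearly all actives have a fitted effect of over 60% in size; hits raise eYFP signal because A3G escapes Vif-driven loss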
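Read-out is eYFP fluorescence (Ex 488/Em 500-530) from Vif-expressing HeLa A3G-eYFP cells; more signal means A3G escaped Vif-mediated degradation. Cells plated overnight, compound pinned in, incubated overnight at 37 deg C.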
12-LOX inh = ALOX12 (human) lipoxygenase inhibition. P18054. purified 12hLO, xylenol orange hydroperoxide absorbance. Potency, µM (doses to about 108 µM), without a hit: at the highest dose activity change, negative = inhibition, hits mostly inhibitors. actives 1.1% (n = 580,000); note: potency is the fitted concentration of half-maximal effect; % is set by controls: 0 for no effect and ±100 for the full control effect
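Purified human 12hLO at 150 nM in 25 mM Hepes, 0.01% Triton X-100, pH 7.0, preincubated 15 min at room temperature with compound. Reaction started with 40 uM arachidonic acid, 30 min at room temperature. Hydroperoxide measured by Fe-xylenol orange, 573/405 nm absorbance ratio.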
Glioma ERSR ind = induces the endoplasmic reticulum stress response in human glioma cells | actives 0.02% (n = 420,000) | U87-MG GRP78 promoter luciferase reporter, 16 h | Potency, µM, inactives show at the top dose activation, usual class: activators; note: potency is the fitted concentration of half-maximal effect; series mostly up to about 76 µM; % of control where 0% means no effect; nearly all actives have a fitted effect of over 35% in size
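Stably transfected U87-MG glioma cells carrying a GRP78-based luciferase sensor; 16 h compound incubation. Luminescence end-point read 10 min after Bright-Glo addition at room temperature.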
Vif-APOBEC3F blk = inhibitors of Vif-A3F interaction; HeLa A3F-eYFP + Vif (tagged APOBEC3F with the HIV-1 protein that degrades it), YFP fluorescence increase; Potency, µM (series often up to 46.1 µM), without a hit: top-dose activity, negative = active; actives 0.2% (n = 390,000); AID 602313; note: potency is the fitted concentration of half-maximal effect; % of control where 0% means no effect; nearly all actives have a fitted effect of over 65% in size
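HeLa cells stably expressing A3F-eYFP plus Vif, plated and incubated overnight at 37 deg C, then exposed to compounds overnight at 37 deg C. Blocked degradation read as raised yellow fluorescence (Ex 488/Em 500-530).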
RGS4 inhibitor = blocks human RGS4-accelerated GTP hydrolysis; Potency, µM (doses to about 114 µM), for the others: at the top dose activity change, negative = inhibition, hits mostly inhibitors; P49798; actives 0.039% (n = 390,000); Transcreener GDP fluorescence polarization, RGS4-accelerated GTP hydrolysis; AID 504845; note: potency is the fitted concentration of half-maximal effect; % is set by controls: 0 for no effect and ±100 for the full control effect; nearly all actives have a fitted effect of over 75% in size; some results filed as inactive show a strong effect at the top dose
Target sequence (P49798 whole entry, looked up): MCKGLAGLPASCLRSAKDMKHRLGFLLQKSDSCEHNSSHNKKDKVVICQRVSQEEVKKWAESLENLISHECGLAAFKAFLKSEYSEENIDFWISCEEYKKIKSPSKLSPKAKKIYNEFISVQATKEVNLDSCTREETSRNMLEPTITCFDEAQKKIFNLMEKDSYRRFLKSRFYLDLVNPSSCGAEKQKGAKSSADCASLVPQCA
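MLSMR compounds (23 nl, pin-transferred) preincubated 10 min at room temperature with a 500nM (2x) first reagent, then RGS4 at 900nM (2x) plus Transcreener GDP mix added; fluorescence polarization (620/688 nm) read before and after 90 min at 30 °C.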
D2 antag = antagonists of human D2 dopamine receptor. P14416. HEK293 TREx D2 cells, calcium flux, dopamine EC80. inhibition, % at 10 µM. actives 2% (n = 340,000); in the data active = inhibition above about 30%; note: 0% is about no effect
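Calcium flux kinetic readout in an inducible HEK293 TREx D2 line plated overnight at 30 C. After 180 s compound exposure, an EC80 dopamine challenge follows with another 180 s kinetic read to detect antagonism.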
* = called active by the depositor; ? = inconclusive; . = no result given; & = joins results of further samples; [ ] = remark or other dose. Unless noted, calls come from the whole dose curve; as a rule, active = well fitted curve in the direction sought with a large enough effect; inconclusive = small, poorly fitted or top-dose-only effect, or another doubt; inactive = no such curve, though single readings can be large; an effect the other way counts as inactive or inconclusive.

SMILES	Vif-A3G inh	D2 agonist	RGS4 inhibitor	ERG-DNA inh	Vif-APOBEC3F blk	LDHA inh	D2 antag	Glioma ERSR ind	12-LOX inh
CNc1ccccc1C(=O)OC(C)C(=O)Nc1ccc(S(=O)(=O)N2CCCC2)cc1 (configuration not stated)	-6%	0.2	19%	-7%	-12%	-2	-1	-5%	0%
Brc1ccccc1Cn1cnc2ccccc21	0%	0.2	-8%	-14%	5%	-4	4	-3%	39%[activator]
O=C(CSc1nnnn1Cc1ccccc1)Nc1cccc(F)c1	-8%	-1.4	1%	16%	-13%	-7	24	6%	-7%
C[C@@H]1CCCCO[C@@H](CN(C)C(=O)C2CCCCC2)[C@@H](C)CN([C@H](C)CO)C(=O)c2cc(NC(=O)NC3CCCCC3)ccc2O1	-1%	.	.	.	-23%	-5	.	-3%	-14%
COc1ccc(NC(=O)CN2C(=O)COc3ccc(S(=O)(=O)Nc4ccccc4)cc32)cc1OC	-2%	0.0	0%	9%	7%	4	.	-1%	-22%
CCOC(=O)c1ccccc1NC(=O)CSc1ccc(-c2cccs2)nn1	-2%	-0.2	-21%	4%	4%	3	.	-4%	-2%
COc1ccccc1CNC(=O)CSc1ccc(C(=O)Nc2ccccc2OC)cc1[N+](=O)[O-]	-1%	-0.8	-26%	18%	-11%	-6	1	-4%	-7%
O=c1cc(-c2ccc(O)c(O)c2)oc2cc(O[C@@H]3O[C@H](CO)[C@@H](O)[C@H](O)[C@H]3O)cc(O)c12	5%	.	-9%	5%	2%	-10	.	3%&-7%	5%
COc1ccc(/C=N/n2cc(-c3ccc(OC)cc3)nc2N)cc1	-9%	-0.1	4%	.	-5%	-1	-4	1%	.
CC1=CC(=O)Nc2ncccc2O1	-4%	.	.	.	?	9	.	-1%	?
CN1CCC(N(C)C(=O)/C(C#N)=C\c2ccc(OC(F)F)cc2)CC1	3%	.	13%	0%	-9%	-3	.	-2%	-3%
O=C(Nc1nccs1)c1cnccn1	-1%	0.0	-27%	-5%	1%	8	3	12%	4%
C=CCc1c(O)nc(SCC(=O)c2ccccc2)[nH]c1=O	9%	-0.3	7%	1%	?	3	16	9%	0%
CN1C(=O)[C@H]2[C@@H](C3CC3)N3C(=O)CN(Cc4ccccn4)C(=O)[C@@]3(Cc3ccccc3)[C@H]2C1=O	2%	-0.3	-29%	3%	6%	-1	19	-5%	18%
CC(C)Nc1nnc(SCC(=O)Nc2sccc2C#N)s1	1%	0.3	-21%	18%	-5%	-5	1	16%	179%[activator]
CCOC(=O)c1c(C(C)(C)C)oc2ccc(OCC#N)cc12	-5%	-0.4	-9%	-11%	.	3	5	-9%	-3%
O=[N+]([O-])c1cc(C=NN2CCCCCC2)ccc1Cl	-4%	.	22%	-5%	7%	-9	.	2%	-3%
O=C(O)CCN(CC(=O)c1ccc(Cl)cc1)S(=O)(=O)c1ccc([N+](=O)[O-])cc1	0%	-0.9	-6%	3%	-8%	5	13	-2%	-1%
N#CSC(c1ccccc1)c1nc2ccccc2[nH]c1=O (configuration not stated)	?	0.4	-37%	2%	?	0	3	?	0%
COc1ccc(C(=O)CSc2[nH]c(=O)cc(C(F)(F)F)c2C#N)cc1	-5%	0.5	-17%	5%	5%	-8	-6	0%	14%
C/C(=N/OCO/N=C(\C)c1ccccc1)c1ccccc1	-1%	0.4	7%	?	1%	-8	-4	3%	12%
C#Cc1cccc(-n2nnc(C(C)=O)c2C)c1	4%	-1.1	-8%	-7%	-1%	-4	5	-1%	0%
Cc1ccc(Nc2nc(/N=C/NO)n[nH]2)cc1C	0%	0.5	-6%	-1%	-2%	-3	1	3%	-10%

Shown with values under each structure: part of the list above.
Values in the order – Vif-A3G inh	D2 agonist	RGS4 inhibitor	ERG-DNA inh	Vif-APOBEC3F blk	LDHA inh	D2 antag	Glioma ERSR ind	12-LOX inh
C=CCc1c(O)nc(SCC(=O)c2ccccc2)[nH]c1=O
  9%	-0.3	7%	1%	?	3	16	9%	0%
CN1C(=O)[C@H]2[C@@H](C3CC3)N3C(=O)CN(Cc4ccccn4)C(=O)[C@@]3(Cc3ccccc3)[C@H]2C1=O
  2%	-0.3	-29%	3%	6%	-1	19	-5%	18%
CC(C)Nc1nnc(SCC(=O)Nc2sccc2C#N)s1
  1%	0.3	-21%	18%	-5%	-5	1	16%	179%[activator]
CCOC(=O)c1c(C(C)(C)C)oc2ccc(OCC#N)cc12
  -5%	-0.4	-9%	-11%	.	3	5	-9%	-3%
O=[N+]([O-])c1cc(C=NN2CCCCCC2)ccc1Cl
  -4%	.	22%	-5%	7%	-9	.	2%	-3%
O=C(O)CCN(CC(=O)c1ccc(Cl)cc1)S(=O)(=O)c1ccc([N+](=O)[O-])cc1
  0%	-0.9	-6%	3%	-8%	5	13	-2%	-1%
N#CSC(c1ccccc1)c1nc2ccccc2[nH]c1=O (configuration not stated)
  ?	0.4	-37%	2%	?	0	3	?	0%
COc1ccc(C(=O)CSc2[nH]c(=O)cc(C(F)(F)F)c2C#N)cc1
  -5%	0.5	-17%	5%	5%	-8	-6	0%	14%
C/C(=N/OCO/N=C(\C)c1ccccc1)c1ccccc1
  -1%	0.4	7%	?	1%	-8	-4	3%	12%
C#Cc1cccc(-n2nnc(C(C)=O)c2C)c1
  4%	-1.1	-8%	-7%	-1%	-4	5	-1%	0%

Screens deposited in PubChem BioAssay by National Center for Advancing Translational Sciences (NCATS).

An excerpt; rates above refer to the full screens.
